# mHTT CaM bind: disrupts binding of mutant huntingtin to calmodulin; 3.6% of 190,000 active; AlphaScreen His-mHTT/GST-CaM binding, luminescence; inhibition, % at 15 µM; P42858;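 note: 0% = both proteins with DMSO and 100% = one protein alone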
# Pf apPOL inh: Pf-apPOL DNA polymerase inhibition | Recombinant Pf-apPOL, molecular beacon fluorescence, 1.5 h | inhibition, % at 10 µM | 0.25% of 210,000 active | AID 1794808
# * marks the source's active call; other numbers are inactive results; nt = not tested or not shown; & = joins results of further samples. Cut-off read from the data, not from the text of the source: active = inhibition above about 50%; inactive = the rest. Outcome played no part in choosing rows. Share with any hit: about 3.6%.
# Below each compound: mHTT CaM bind, Pf apPOL inh
Cc1ccc(NC(=O)CN2C(=O)C(=O)c3ccccc32)cc1
    7, 0
CC(=O)Nc1cccc(NC(=O)CC(C)c2ccccc2)c1 (centres undefined)
    4, -7
O=C1OC(c2cccs2)=N/C1=C/c1ccc(Br)cc1
    6, -3
C=C(C)C#CCN1CCCCC1
    -3, nt
CCOc1cccc2cc(C(=O)Nc3ccc(Cl)cc3Cl)c(=O)oc12
    1, 7
NC(=O)Cc1nc(-c2ccc(F)cc2)cs1
    2, -5
CCOc1ccc(-c2ncncc2-c2ccc(Br)cc2)c(O)c1
    -1, 0
O=C1CCCCC(=O)N(c2ccccc2)c2ccccc21
    -5, -3
Cn1c(C2CCN(C(=O)c3ccc(Cl)s3)C2)nc2cccnc21 (centres undefined)
    1, -5
COc1ccccc1NC(=O)C1=C(C)Nc2nc3ccccc3n2C1c1ccc(C)cc1 (centres undefined)
    44, 6
COc1ccccc1-n1nc(C(=O)N2CCC(C(N)=O)CC2)c2ccccc2c1=O
    -5, -3
CC(C)(C)NCCCOc1ccc(Cl)cc1
    -2, -4
COc1ccc(OC)c(S(=O)(=O)N2CCC(c3noc(-c4cccc(F)c4)n3)CC2)c1
    -7, -3
Cc1ccc(Cl)cc1NC(=O)CC1Sc2ccccc2NC1=O (centres undefined)
    -4, -6
CCc1onc(C)c1C1CCCN1C(=O)Nc1cccc(C)c1 (centres undefined)
    -3, 10
O=C1C(N2CCCN(S(=O)(=O)c3ccccc3C(F)(F)F)CC2)CCN1CC1CC1 (centres undefined)
    3, -9
C=CCc1cccc2cc(C(=O)NCCc3ccccc3)c(=O)oc12
    1, -2
O=C1OC(c2ccccc2)=C/C1=C1/c2ccccc2-c2ncccc21
    67*, -1
CC(C(=O)c1ccccc1)S(=O)(=O)c1ccccc1 (centres undefined)
    -10, -3
COc1ccccc1N1CCN(CC(O)COc2cccc3ccccc23)CC1 (centres undefined)
    23, -7&1

# Of the compounds above, these contain fluorine.
# Below each compound: mHTT CaM bind, Pf apPOL inh
NC(=O)Cc1nc(-c2ccc(F)cc2)cs1
    2, -5
COc1ccc(OC)c(S(=O)(=O)N2CCC(c3noc(-c4cccc(F)c4)n3)CC2)c1
    -7, -3
O=C1C(N2CCCN(S(=O)(=O)c3ccccc3C(F)(F)F)CC2)CCN1CC1CC1 (centres undefined)
    3, -9

# The listing continues.
# Below each compound: mHTT CaM bind, Pf apPOL inh
C=CCNCCOc1ccc(C)cc1[N+](=O)[O-]
    2, -4
Cc1cccc(C)c1NCN1C(=O)C2CC=CCC2C1=O (centres undefined)
    3, 0
O=C(Nc1cccc(C(F)(F)F)c1)c1ccc([N+](=O)[O-])cc1Cl
    14, 1
CCc1nc(SCC(=O)c2cc(C)ccc2C)n[nH]1
    -2, -6
N#Cc1nc(COc2ccccc2F)oc1NCCCn1ccnc1
    2, 8
CN(c1ccc(F)cc1)S(=O)(=O)c1ccc2[nH]cc(C(=O)O)c(=O)c2c1
    8, -5
COc1ccccc1CNC(=O)c1ccc(Cl)cc1
    -12, -2
O=c1[nH]c2cc(NCc3ccccc3)c([N+](=O)[O-])cc2[nH]1
    43, 2
O=C(NC1CC1)c1cccc2c1CCN2C(=O)C1CC1
    -3, 6
COc1ccc(CNC(=O)C2CCN(S(=O)(=O)N3CCCC3)CC2)c(OC)c1
    0, -12
O=C1NN(c2cccc(Br)c2)C(=O)/C1=C/c1ccco1
    8, 1
CSc1nnc(-c2nn(C)c3c2CN(C(=O)c2c(F)cccc2Cl)CC3)n1C
    -2, 0
O=C(NCCn1cc(SCc2ccc([N+](=O)[O-])cc2)c2ccccc21)c1ccc(F)cc1
    40, -2
Cc1c(Cl)cccc1NC(=O)C1CCCN(C(=O)c2ccccc2F)C1 (centres undefined)
    34, -41
CN(C)C(=O)C1CCN(c2nc3ccc(-c4cccs4)nc3s2)CC1
    8, -2
COC(=O)C1CN(Cc2ccc(F)cc2)CCS(=O)(=O)N1Cc1cn(Cc2ccc(F)cc2)nn1 (centres undefined)
    25, 0
CN(CC(=O)NCc1ccco1)S(=O)(=O)c1ccc(Cl)cc1
    -3, -2
N#Cc1cccc(-c2cn3c(n2)N(C(=O)c2ccoc2)CCC3)c1
    16, -3
O=C(O)CCC(=O)Nc1ccc(F)c(F)c1
    -5, -1
O=S(=O)(c1ccccc1)c1cccc(S(=O)(=O)N2CCOCC2)c1
    2, 1
CCSc1nnc(NC(=O)c2cc(-c3ccc(OC)cc3OC)nc3ccccc23)s1
    12, 0
Cc1cccc(NC(=O)c2cnn(-c3ccccc3)c2NC(=O)c2ccccc2Br)c1
    6, -6
O=C1c2ccccc2C(=O)N1CN(CC1CCCO1)CN1C(=O)c2ccccc2C1=O (centres undefined)
    3, 4
CC(C)c1ccc(C(=O)Nc2cnc(N3CCOCC3)nc2)cc1
    2, -13
O=S(=O)(c1ccc(Cl)s1)N1CCCC(c2nnc(C(F)(F)F)o2)C1 (centres undefined)
    -14, -10
CN(C)CCCN1C(=O)C(O)=C(C(=O)c2cccs2)C1c1ccc(F)cc1 (centres undefined)
    0, -2
O=C1CC(c2cccc(Cl)c2Cl)c2cc3c(cc2N1)OCCO3 (centres undefined)
    8, -4
C[C@@H]1CC=C[C@H]2[C@H]1C(=O)N(Cc1ccccc1)[C@H]2c1ccc(C(F)(F)F)cc1
    91*, -2
Cc1cc(OCC(=O)Nc2cc(F)ccc2C)nc(N2CCCC(C)C2)n1 (centres undefined)
    -8, 1
Cc1ccc(-c2nc(-c3ccnc(N4CCOCC4)c3)no2)cc1F
    -10, -4
Cn1nc(-c2nc(C3CC3)no2)c2c1CCN(C(=O)Nc1cccc(F)c1)C2
    48, 1
Cc1noc(C)c1C(=O)Sc1cccc(C(F)(F)F)c1
    nt, 0
NC(=O)c1c(NC(=O)C2COc3ccccc3O2)sc2c1CCN(Cc1ccccc1)C2 (centres undefined)
    6, 3
COc1ccc(Br)cc1C1Oc2nc(SC)nnc2-c2ccccc2N1C(C)=O (centres undefined)
    6, 2
CC1CCCC(C)N1c1ncnc(Cl)c1[N+](=O)[O-] (centres undefined)
    10, 2
C=CCNc1ncnc2ccc(Br)cc12
    -8, 5&-7
O=[N+]([O-])c1ccc(NS(=O)(=O)c2ccccc2)c(NS(=O)(=O)c2ccccc2)c1
    15, 2
c1cc(-c2n[nH]c(C3CCCN(Cc4ccc5cc[nH]c5c4)C3)n2)ccn1 (centres undefined)
    53*, 3
Cc1ccccc1Oc1ccc(S(=O)(=O)NCCC(=O)O)cc1
    -14, -5
Cc1noc(C2CN(C(=O)Nc3ccc(F)cc3)CC23CCOCC3)n1 (centres undefined)
    -3, 1
O=C(NCCN1CCCC1=O)Nc1ccccc1
    -2, -4
CC(=O)Nc1ccc(NC2SC(=O)N(c3ccc(C)cc3)C2=O)cc1 (centres undefined)
    5, 20
Cc1ccc(S(=O)(=O)N2CCc3nc(NC(=O)c4ccco4)sc3C2)cc1
    21, 0
COc1ccccc1NCC(O)CC1C(C)=C(C)c2ccccc21 (centres undefined)
    63*, 1
O=C(Nc1ccc(CN2CCCC2)cc1)C1CCCN(C(=O)c2cccc(Cl)c2)C1 (centres undefined)
    36, -1
C=C1C=CS(=O)(=O)N(Cc2ccccc2)C1
    0, 4
COc1ccc(NC(=O)COc2ccc(C)c(C)c2)cc1Cl
    -6, -4
O=C(CN1CCOCC1)N1CCC2(C1)NCc1ccccc1NC2=NC1CCCC1 (centres undefined)
    1, -1
O=C(CSCCc1nc(-c2ccc(Cl)cc2)cs1)NN=Cc1ccccc1
    nt, 3
CCOc1ccccc1NC=C1C(=O)OC(C)(C)OC1=O
    -1, -3
COc1cccc2cc(C(=O)Nc3nccs3)c(=Nc3ccccc3C)oc12
    4, -10
O=C(C=Cc1ccc(Cl)c(Cl)c1)NCc1cccnc1
    nt, -11
O=C(CCC1CCCN(c2cc(NC3CC3)ncn2)C1)NCCc1ccncc1 (centres undefined)
    -4, -3
COc1cccc(CNC(=O)N2CCc3nc4cc(-c5ccccc5)[nH]n4c(=O)c3C2)c1
    -4, 0
O=C(Nc1ccc2c(c1)OCCO2)C1CCCCC1
    -1, -6
O=C(Nc1ccccc1)C1CCN(c2nccn3nc(-c4ccccc4)cc23)CC1
    21, 1
NS(=O)(=O)c1ccc(CCNC(=O)CSc2cccs2)cc1
    -5, -2
Cc1[nH]c2ccccc2c1SCCNC(=O)c1ccncc1
    5, -4
Cc1ccc(CNC(=O)CCc2conc2-c2ccc(F)cc2)o1
    7, 2
Cc1cc(C(=O)NNC(=O)CSCc2cccc3ccccc23)no1
    nt, 0

# Filtered by structure: the compounds so far containing a COOH group
# Below each compound: mHTT CaM bind, Pf apPOL inh
CN(c1ccc(F)cc1)S(=O)(=O)c1ccc2[nH]cc(C(=O)O)c(=O)c2c1
    8, -5
O=C(O)CCC(=O)Nc1ccc(F)c(F)c1
    -5, -1
Cc1ccccc1Oc1ccc(S(=O)(=O)NCCC(=O)O)cc1
    -14, -5

# Carrying on.
# Below each compound: mHTT CaM bind, Pf apPOL inh
CSC(=Nc1ccccc1C(F)(F)F)N1CCCC1
    nt, -12
COc1ccc(C(=O)NCC2CCN(c3cc(-c4cccnc4)[nH]n3)CC2)cc1
    22, 4
Cc1ccc(N2CC(C(=O)Nc3ccccn3)CC2=O)cc1 (centres undefined)
    4, 1
Cc1nccn1S(=O)(=O)/C=C/c1ccc([N+](=O)[O-])cc1
    6, 2
COc1cccc(C(=O)Nc2c3c(nn2-c2ccc(F)cc2)CS(=O)(=O)C3)c1
    -3, -1
Cc1ccc(CN2C(=O)C3(OCCCO3)c3ccccc32)cc1
    -2, -8
CC1=C(C(=O)Nc2cccc(F)c2)C2(CCCCC2)OC1=O
    -3, -1
C=CCn1c(=O)c(C(=O)Nc2ccc([N+](=O)[O-])cc2)c(O)c2ccccc21
    1, -4
Cc1cc(C(=O)NCC(C)C)c2cccc(Cl)c2n1
    1, 1
CC(=O)N1CCN(C(=O)c2cnn(-c3ccccc3)c2C(C)C)CC1
    1, -4
N#Cc1c(SCC(=O)Nc2nncs2)sc2c(=O)[nH]c(=O)[nH]c12
    13, nt
Cc1ccccc1CN1N=C(C(=O)N2CCCCC2)S(=O)(=O)c2ccccc21
    5, -2
N#C/C(=C\n1cccc1-c1ccc([N+](=O)[O-])cc1)c1nn(-c2ccccc2)c(N)c1C#N
    12, 3
COc1ccc(-n2cc(C(=O)NCc3ccc(F)cc3)c3ccccc3c2=O)cc1
    17, 1
COc1ccc(-c2c(C#N)c(C(C)=O)[nH]c(=O)c2C#N)cc1
    nt, -1
CCCN(Cc1ccccc1)C(=O)Nc1ccc2snnc2c1
    -9, -2
O=C(O)C1CC=CCC1C(=O)Nc1ccc(F)c(Cl)c1 (centres undefined)
    -1, -1
CN1CCN(c2cc3c(nn2)Oc2ccccc2N3C)CC1
    -7, -1
CC(=O)N1CCC(C(=O)ON=C(N)c2ccc(Cl)cc2)CC1
    nt, -13
CC(C)(C)CC(C)(C)NC(=O)c1ccccc1Cl
    nt, 1&-2
C=CCN1C(=O)C(CC(=O)Nc2ccc(OC)cc2)SC1=Nc1ccc(S(N)(=O)=O)cc1 (centres undefined)
    5, -2
Cc1ccccc1-c1nc(-c2ccc(-n3cccn3)nc2)no1
    -9, -3
COc1ccc(-c2cc(-c3ccccc3)nc(Br)c2C#N)cc1
    0, -4
OCC1(CO)COC(c2ccccc2)=N1
    -6&-7, 2
CN1CC=C2C(C#N)=C(N)C(C#N)(C#N)C(c3cccc(Cl)c3Cl)C2C1 (centres undefined)
    21, 3
CCOC(=O)Cn1nc(-c2ccccc2)c(-c2ccccc2)nc1=O
    nt, -3
CC(C)Cn1c(CC2CCN(S(=O)(=O)c3ccc(C#N)cc3)C2)nc2cccnc21 (centres undefined)
    2, -3
COCCNC(=O)N1CCCC(C)(C(=O)NCc2ccc(F)cc2)C1 (centres undefined)
    -13, -3
COc1ccccc1C1C2=C(CCCC2=O)Nc2ccc3ncccc3c21 (centres undefined)
    5, -3
COc1ccc(C(=O)N2CCC3(CC2)NC(=O)c2cc(C)ccc2N3C)cc1OC
    7, -3
O=C1Nc2ccc(Br)cc2/C1=C/c1ccc(Cl)cc1
    26, -6
Cc1cc(C)n(CC(=O)NCc2n[nH]c(=O)c3ccccc23)n1
    3, 2
CC1=C(C(=O)NCc2cccc(Cl)c2)C2(CCCCCC2)OC1=O
    -6, 1
COc1ccc(-c2cc(=O)n(CC(=O)N3CCN(C(=O)c4ccco4)CC3)cn2)cc1
    1, 2
COc1cc2c(cc1OC)C(C(=O)Nc1cnc3ccccc3c1)C(c1cccs1)N(C)C2=O (centres undefined)
    25, -4
CCC(C)NC(=O)NC1CCN(c2nc3ccccc3n(CC)c2=O)CC1 (centres undefined)
    -2, -5
COc1ccc(N2C(=O)NC3CC2(C)Oc2ccc(Cl)cc23)cc1OC (centres undefined)
    -8, -4
CCCC(C)C(=O)Nc1cc(Cl)ccc1Cl (centres undefined)
    -12, -6
O=C1Nc2c(Cl)cccc2C1=Nc1ccc(Br)cc1
    2, 0
COCCn1cc2c3c(cccc31)CN(C(=O)c1ccccc1OC)CC2
    52*, -4
CC1(C)CC(=O)C(C(c2ccccc2Cl)C2C(=O)CC(C)(C)CC2=O)C(=O)C1
    -6, -2
COc1ccccc1NC(=O)c1cc(C(C)(C)C)oc1C
    -23, -3
C1=C(c2ccccc2)N2CCCCN=C2S1
    nt, 3
CCN1CCN(CC(=O)Nc2ccc(C)c(Cl)c2)C(=O)C1=O
    1, -4
Cc1sc2cc(C(=O)NC(C)c3cccnc3)[nH]c2c1CN1CCCCC1 (centres undefined)
    -1, -2
CC(NC(=O)C1CCCCC1)C12CC3CC(CC(C3)C1)C2 (centres undefined)
    -1, -9

# Screens (PubChem BioAssay)
